ELG1 DNA repair = blocks ELG1-dependent DNA repair in HEK293T cells; Potency, µM (series often up to 46.1 µM), without a hit: at the top dose activity change, negative = inhibition, actives largely listed as inhibitors; HEK293T ELG1-luciferase reporter, luminescence, 16 h; DNA damage induced by 5-fluorouridine; hit rate 2.3% among 330,000; note: potency is the fitted concentration of half-maximal effect; % is set by controls: 0 for no effect and ±100 for the full control effect; nearly all actives have a fitted effect of over 55% in size
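Overnight (16 hr) co-exposure of 2,000 cells/well to 5-fluorouridine and compound at 37 °C preceded detection. Luciferase was quantified via ONE-Glo luminescence; loss of signal denotes inhibition.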
TSHR antag = human thyrotropin receptor antagonism; activity change, negative = inhibition, % at 11.5 µM; TSHR-expressing cells, TSH-stimulated cAMP HTRF, 2 h; stronger effect = lower value; AID 504810; hit rate 0.2% among 330,000; P16473;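 active = activity change below a set negative limit, meaning inhibition stronger than a set level, cut at about -70% in these data; inconclusive = activity change between two set negative limits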; note: % is set by controls: 0 for no effect and ±100 for the full control effect
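Competitive HTRF cAMP read-out (cryptate anti-cAMP antibody, cAMP-d2; 30 min, room temperature) in freshly harvested TSHR cells. Compounds added before TSH at EC80 (4nM final), followed by 2 hours' incubation at 37 deg C.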
Tb PFK inh = blocks T. brucei phosphofructokinase; hit rate 0.17% among 330,000; T. brucei PFK, ADP-Glo luminescence; Potency, µM (highest dose often 57.5 µM), inactives show at the highest dose activity, negative = inhibition, hits mostly inhibitors;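 note: potency is the fitted concentration of half-maximal effect; 0% = uninhibited 1x PFK enzyme wells and -100% = no-enzyme wells; nearly all actives have a fitted effect of over 60% in size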
Target sequence (O15648 whole entry, looked up): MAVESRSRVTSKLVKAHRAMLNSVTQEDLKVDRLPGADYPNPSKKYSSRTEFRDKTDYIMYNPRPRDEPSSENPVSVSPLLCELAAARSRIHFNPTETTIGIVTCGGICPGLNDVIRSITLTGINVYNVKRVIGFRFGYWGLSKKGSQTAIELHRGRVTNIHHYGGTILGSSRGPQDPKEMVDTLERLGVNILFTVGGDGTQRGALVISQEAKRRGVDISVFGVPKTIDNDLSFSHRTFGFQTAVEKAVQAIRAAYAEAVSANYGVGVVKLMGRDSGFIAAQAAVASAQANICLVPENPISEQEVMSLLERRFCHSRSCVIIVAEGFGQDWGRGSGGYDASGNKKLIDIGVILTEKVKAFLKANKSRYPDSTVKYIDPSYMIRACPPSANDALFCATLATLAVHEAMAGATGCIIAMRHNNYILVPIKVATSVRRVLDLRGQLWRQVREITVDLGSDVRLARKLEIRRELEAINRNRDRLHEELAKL
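PFK 1.25 nM, F6P 0.5 mM, ATP 0.1 mM, 0.1 M TEA pH 8.0, 5 mM MgCl2, 0.01% Tween20, 0.1% BSA; 45 min RT. ADP-Glo readout. qHTS titration up to 57 uM; curves fitted, compounds curve-classed.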
Chronic BCR inh = blocks chronic active B-cell receptor signaling; hit rate 0.05% among 340,000; Potency, µM (series often up to 46.1 µM), without a hit: at the highest dose ratio change, negative = lower green/red ratio, hits mostly inhibitors; AID 493014; ABC-DLBCL IkBa-CBG/CBR reporter, luminescence ratio, 4 h; active = well fitted inhibition curve with a large enough effect in the signal ratio, with a control signal flat, not every such curve was filed as active; inconclusive = small, poorly fitted or top-dose-only effect, or effect the other way, or a change in a side signal; the % refers to the signal ratio;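 note: potency is the fitted concentration of half-maximal effect; plate controls were basal doxycycline-induced cells for no effect and cells given 10 µM MG132 for full effect; MG132 reads +100%, hits lower the ratio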
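Concentration-response series (up to 46 uM) were applied to TMD8 dual-reporter cells for 4 h at 37C with doxycycline. Green/red ratio, after filter-overlap correction, defined %Activity; red signal alone was normalised to basal cells and zero luminescence.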
uPA surface inh = cell surface uPA generation inhibition. Potency, µM (doses to about 38.3 µM), for the others: at the highest dose activity change, negative = inhibition, usual class: inhibitors. hit rate 0.31% among 330,000. cell surface uPA generation assay, qHTS; active = well fitted inhibition curve with a large enough effect; inconclusive = small, poorly fitted or top-dose-only effect; inactive = no such curve, though single readings can be large or run the other way; tested in mouse RAW 264.7 cells; note: potency is the fitted concentration of half-maximal effect; % is set by controls: 0 for no effect and ±100 for the full control effect; nearly all actives have a fitted effect of over 55% in size
PTAP TSG101 blk = blocks PTAP/TSG101 interaction to inhibit HIV-1 budding; Q99816; Fluorescence polarization, FITC-PTAP peptide / Tsg101 binding; Potency, µM (doses to about 115 µM), inactives show top-dose activity change, negative = inhibition, actives largely listed as inhibitors; 340,000 tested, under 10 active; active = well fitted inhibition curve with a large enough effect in the main read-out, with a control signal flat, not every such curve was filed as active; inconclusive = small, poorly fitted or top-dose-only effect, or effect the other way, or a change in a side signal; inactive = no such curve, though single readings can be large or run the other way; note: potency is the fitted concentration of half-maximal effect; % of control where 0% means no effect
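Fluorescence anisotropy tracks displacement of a FITC-tagged PTAP peptide (50 nM) from the Tsg101 binding domain (10 uM), following a 20 min room-temperature incubation at pH 7.5.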
USP2a inh = blocks human ubiquitin-specific protease USP2a; USP2 core, Ub-CHOP2 coupled fluorogenic reporter, 485/531; O75604; Potency, µM (highest dose often 38.3 µM), without a hit: at the highest dose activity change, negative = inhibition, usual class: inhibitors; hit rate 0.01% among 330,000;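 note: potency is the fitted concentration of half-maximal effect; plate controls were DMSO wells for no effect and full inhibition by NEM control for full effect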
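USP2 core (10nM final) preincubated 30min RT with compound in 20mM Tris-HCl pH 8.0, 2mM CaCl2, 2mM beta-mercaptoethanol, 0.05% CHAPS; 25nM Ub-CHOP2 plus 25nM reporter substrate added, fluorescence (Ex485/Em531) read after 60min.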
Mito fusion act = blocks mitochondrial division or promotes mitochondrial fusion; S. cerevisiae fusion-defective mutant growth rescue, CellTiterGlo 48 h; Potency, µM (highest dose often 46.1 µM), for the others: top-dose growth rescue (activation), actives largely listed as activators; hit rate 0.23% among 320,000; AID 485298;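 note: potency is the fitted concentration of half-maximal effect; % of control where 0% means no effect; nearly all actives have a fitted effect of over 45% in size; temperature-sensitive fusion mutants such as fzo1-1 at 37 °C on non-fermentable ethanol glycerol medium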
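Compounds are tested for their ability to restore growth of mitochondrial fusion-defective yeast strains at non-permissive 37C in YPEG medium over 48 hours. Viability is quantified by luciferase luminescence.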
B2AR arrestin = beta2AR (human) beta-arrestin recruitment activity; P07550; beta-arrestin recruitment to beta2AR, cell-based reporter; Potency, µM (doses to about 46.1 µM), inactives show at the highest dose activation, most hits filed as activators; hit rate 0.02% among 330,000;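 note: potency is the fitted concentration of half-maximal effect; 0% = DMSO controls and full agonism = EC100 isoproterenol or metaproterenol; nearly all actives have a fitted effect of over 65% in size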
Eya2 inh = Eya2 (human) phosphatase inhibition; Potency, µM (highest dose often 76.9 µM), for the others: top-dose activity, negative = inhibition, hits mostly inhibitors; recombinant Eya2, OMFP fluorescence dephosphorylation (OMFP is methylfluorescein phosphate); hit rate 0.006% among 330,000; O00167; note: potency is the fitted concentration of half-maximal effect; % is set by controls: 0 for no effect and ±100 for the full control effect
Target sequence (O00167 whole entry, looked up): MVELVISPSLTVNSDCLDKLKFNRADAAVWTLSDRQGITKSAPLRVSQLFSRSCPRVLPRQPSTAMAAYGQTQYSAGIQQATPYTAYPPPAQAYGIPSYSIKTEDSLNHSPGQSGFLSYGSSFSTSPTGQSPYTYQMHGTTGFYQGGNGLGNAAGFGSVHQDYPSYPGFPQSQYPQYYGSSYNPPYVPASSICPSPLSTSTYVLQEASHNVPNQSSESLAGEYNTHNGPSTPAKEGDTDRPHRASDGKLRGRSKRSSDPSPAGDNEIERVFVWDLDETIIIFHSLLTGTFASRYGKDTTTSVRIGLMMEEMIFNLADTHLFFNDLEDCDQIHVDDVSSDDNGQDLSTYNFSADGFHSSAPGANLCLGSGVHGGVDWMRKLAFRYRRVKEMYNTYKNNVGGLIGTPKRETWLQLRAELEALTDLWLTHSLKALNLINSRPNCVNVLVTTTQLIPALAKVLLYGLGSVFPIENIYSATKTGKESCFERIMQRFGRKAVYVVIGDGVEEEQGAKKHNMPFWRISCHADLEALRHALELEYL
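Eya2 protein (added as 0.2 uM solution) was preincubated with compound for 10 min at ambient temperature in 50 mM HEPES pH 7.5, 50 mM NaCl, 5 uM MgCl2, 0.05% BSA, 1 mM DTT. OMFP (added at 50 uM) then reacted 10 min; fluorescence read at 485/525 nm.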
TCR act = activators of T cell receptors | primary human leukocytes, anti-CD3, IL-2 HTRF, 48 h | Potency, µM (titrated, usually from 9.22 µM), without a hit: at the top dose activation of IL-2 secretion, hits mostly activators | 330,000 tested, under 10 active | AID 504894; note: % of control where 0% means no effect
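Primary human leukocytes incubated 48 hr with anti-CD3 beads plus compound, without co-stimulation. Secreted IL-2 measured by HTRF (europium cryptate/d2 anti-IL-2 pair, 320 nm excitation, 665 nm emission).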
* marks the source's active call; other numbers are inactive results; ? = inconclusive; nt = no result given; [ ] = another dose, or the depositor's remark. Unless noted, calls come from the whole dose curve; as a rule, active = well fitted curve in the direction sought with a large enough effect; inconclusive = small, poorly fitted or top-dose-only effect, or another doubt; inactive = no such curve, though single readings can be large; an effect the other way counts as inactive or inconclusive.

1	Cc1ccc(-n2c(SCC(=O)Nc3cccc(S(=O)(=O)NC4=NCCCCC4)c3)nc3ccccc3c2=O)cc1C
2	CN(C)CCCn1c(-c2ccccc2)nc(=S)c2c1CCCC2
3	COc1ccc2nc(SCC(=O)NCc3ccc(OC)c(OC)c3)[nH]c2c1
4	CCOC(=O)c1c(O)c(Cl)c(C)[nH]c1=O
5	CCN(CC)c1ccc(/C=N/Nc2ccc(C)cc2)c(O)c1
assay / compound	1	2	3	4	5
ELG1 DNA repair	4%	21%	0%	0%	?
TSHR antag	-7	3	5	9	20
Tb PFK inh	-3%	1%	0%	-1%	0%
Chronic BCR inh	5%	0%	-11%	5%	-7%
uPA surface inh	-5%	5%	5%	2%	6%
PTAP TSG101 blk	-4%	-2%	-1%	-3%	1%
USP2a inh	-2%	0%	-7%	-4%	4%
Mito fusion act	0%	-1%	-3%	1%	14%
B2AR arrestin	10%	-0.1%	-0.6%	0.0%	5.9%
Eya2 inh	-8%	-2%	-25%	-3%	2%
TCR act	3%[46.1 µM]	-20%	-5%	-1%	12%[46.1 µM]

6	Cc1cc(C)nc(SCC(=O)N/N=C/c2cccnc2)n1
7	Fc1ccc(Oc2cnns2)cc1
8	CC(Oc1ccc2c3c(c(=O)oc2c1)CCCC3)C(=O)NCCCn1ccnc1 (configuration not stated)
9	CCN(CC)C(=O)c1sc2c(c1C)c(=O)n(-c1ccc(C)c(C)c1)c(=O)n2CC(=O)NCC1CCCO1 (configuration not stated)
10	O=C(NCCc1ccccc1)C1CCN(C(=O)Nc2ccccc2)CC1
assay / compound	6	7	8	9	10
ELG1 DNA repair	-1%	9%	3%	9%	?
TSHR antag	15	-5	-2	4	0
Tb PFK inh	-5%	3%	4%	1%	-2%
Chronic BCR inh	3%	1%	4%	5%	5%
uPA surface inh	0%	-2%	-22%	10%	3%
PTAP TSG101 blk	-3%	0%	-5%	-3%	-4%
USP2a inh	3%	2%	2%	2%	-4%
Mito fusion act	-5%	-2%	4%	-1%	4%
B2AR arrestin	0.1%	-1.1%	0.0%	0.3%	0.3%
Eya2 inh	5%	0%	-1%	-3%	-15%
TCR act	2%	-2%	3%	5%	11%

11	COc1ccccc1CNS(=O)(=O)c1cc(C(=O)NCc2ccccn2)c(Cl)cc1Cl
12	CN(C1=NC(=O)C(CC(=O)Nc2ccc(Br)cc2)S1)c1ccc(O)cc1 (configuration not stated)
13	C/C(N)=C(/C#N)C(=O)COC(=O)c1ccccc1C(=O)c1ccc(C)cc1
14	COCCCNC(=O)Cn1c(=O)oc2cc(S(=O)(=O)N3CC(C)CC(C)C3)ccc21 (configuration not stated)
15	COc1ccccc1CNC(=O)[C@H](C)NC(=O)C1CCN(C(=O)[C@@H](N)CC(C)C)CC1
assay / compound	11	12	13	14	15
ELG1 DNA repair	-4%	?	8%	-6%	-2%
TSHR antag	7	5	-6	1	0
Tb PFK inh	0%	8%	1%	0%	2%
Chronic BCR inh	-1%	?	4%	0%	-3%
uPA surface inh	-1%	4%	8%	3%	5%
PTAP TSG101 blk	-12%	-6%	-1%	-3%	-2%
USP2a inh	0%	0%	9%	2%	7%
Mito fusion act	14%	2%	2%	7%	-1%
B2AR arrestin	-0.4%	0.2%	-0.9%	-1.3%	0.4%
Eya2 inh	8%	-5%	-8%	8%	-4%
TCR act	-1%	-1%	1%	-8%	5%

16	CCn1c(-c2cccs2)nc2ccccc21
17	O=C(CSc1nnc(-c2ccco2)o1)Nc1c(F)cccc1F
18	COc1cccc([C@@H]2Oc3ccc(Br)cc3C(=O)[C@H]2OC(=O)NC2CCCC2)c1
19	O=C(Cc1c(Cl)cccc1Cl)OCC(=O)N1CCN(C(=O)c2ccco2)CC1
20	Cn1c(=O)c2c(nc(SCCN3CCOCC3)n2C)n(C)c1=O
assay / compound	16	17	18	19	20
ELG1 DNA repair	20%	?	-18%	-6%	16%
TSHR antag	9	6	7	16	72
Tb PFK inh	-2%	2%	-4%	-6%	3%
Chronic BCR inh	6%	-15%	?	-6%	11%
uPA surface inh	-2%	6%	?	5%	19%
PTAP TSG101 blk	-7%	0%	-2%	-7%	-5%
USP2a inh	0%	2%	4%	-2%	-4%
Mito fusion act	0%	5%	?	-7%	3%
B2AR arrestin	-0.3%	-0.2%	?	0.3%	-0.2%
Eya2 inh	3%	2%	-19%	1%	-20%
TCR act	0%[46.1 µM]	-17%	6%	nt	5%

Brought forward from above: two entries, then new ones.
19	O=C(Cc1c(Cl)cccc1Cl)OCC(=O)N1CCN(C(=O)c2ccco2)CC1
20	Cn1c(=O)c2c(nc(SCCN3CCOCC3)n2C)n(C)c1=O
21	Cc1ccc(C(=O)Oc2coc(CSc3nnc(NC(=O)C4CC4)s3)cc2=O)cc1
22	CC(C)(O)C#Cc1ccc(CN2CCN(Cc3ccsc3)C(CCO)C2)cc1 (configuration not stated)
23	Cc1ccc(CSc2nnc(-c3ccncc3)n2C)cc1
24	COc1cc(NC(=O)COc2ccccc2Cl)ccc1NC(=O)c1cccs1
25	O=C(c1ccc(N2C(=O)C3CC=C(Cl)CC3C2=O)cc1)N1CCOCC1 (configuration not stated)
assay / compound	19	20	21	22	23	24	25
ELG1 DNA repair	-6%	16%	-3%	-7%	-10%	-1%	-2%
TSHR antag	16	72	-2	4	-6	-13	1
Tb PFK inh	-6%	3%	6%	3%	-1%	0%	8%
Chronic BCR inh	-6%	11%	3%	-5%	8%	-5%	1%
uPA surface inh	5%	19%	0%	-2%	-5%	-2%	-2%
PTAP TSG101 blk	-7%	-5%	0%	-4%	0%	-6%	-11%
USP2a inh	-2%	-4%	-2%	0%	0%	3%	-1%
Mito fusion act	-7%	3%	3%	-5%	3%	-2%	-3%
B2AR arrestin	0.3%	-0.2%	-0.3%	0.0%	0.2%	0.0%	0.0%
Eya2 inh	1%	-20%	7%	-1%	7%	-4%	-4%
TCR act	nt	5%	10%[46.1 µM]	-4%	-1%	-5%	0%

26	O=C(CCSc1ccccc1)NCCSCc1ccccc1
27	O=C(OCC#CCSc1nnc(-c2ccc([N+](=O)[O-])cc2)o1)c1cccs1
28	O=C(NCCN1CCOCC1)C1CCN(Cc2ccccc2O)CC1
29	C=CCSc1nc2[nH]ncc2c(=O)[nH]1
30	Cc1cc(C(=O)N/N=C/c2ccc(N3CCOCC3)cc2)c(C)o1
assay / compound	26	27	28	29	30
ELG1 DNA repair	16%	18%	4%	10%	?
TSHR antag	0	-12	-1	1	19
Tb PFK inh	1%	1%	1%	4%	0%
Chronic BCR inh	?	20%	?	0%	?
uPA surface inh	7%	-1%	2%	8%	-4%
PTAP TSG101 blk	-1%	-2%	-7%	-4%	3%
USP2a inh	-13%	-1%	1%	0%	11%
Mito fusion act	2%	-1%	-1%	?	-5%
B2AR arrestin	-0.5%	-0.1%	-0.1%	-0.2%	-0.1%
Eya2 inh	-5%	18%	1%	?	-11%
TCR act	-1%[46.1 µM]	-2%	3%	2%	10%

31	O=C(O)C1=CC[C@@H](c2ccc(Cl)cc2)N(S(=O)(=O)c2ccc(Cl)cc2)C1
32	CCN(C(=O)Nc1cccc(Cl)c1)c1ccccc1
33	CCCCn1c(N)c(N(CCC(C)C)C(=O)c2ccc3c(c2)OCO3)c(=O)[nH]c1=O
34	CN(CC(=O)N1CCc2ccccc2C1)S(=O)(=O)c1ccc2c(c1)c(=O)n(C)c(=O)n2C
assay / compound	31	32	33	34
ELG1 DNA repair	5%	9%	4%	-5%
TSHR antag	-15	8	-4	4
Tb PFK inh	-4%	1%	-4%	-4%
Chronic BCR inh	14%	?	-1%	-1%
uPA surface inh	-2%	-1%	5%	-2%
PTAP TSG101 blk	-3%	-3%	0%	0%
USP2a inh	0%	0%	1%	-1%
Mito fusion act	5%	1%	-6%	2%
B2AR arrestin	-0.2%	0.3%	0.0%	-0.3%
Eya2 inh	9%	3%	-25%	-23%
TCR act	-15%	nt	7%	5%
